# TAAR1 antag – antagonists of human TAAR1. Q96RJ0. CHO RD-HGA16 TAAR1, Fluo-8 calcium fluorescence, antagonist. inhibition, % at 3 µM. 1.5% of 360,000 active;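 active means inhibition above a per-plate cutoff, the mean inhibition of test compounds on that plate plus 3 SD, cut at about 49% in these data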;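 further: 0% = DMSO plus EC80 beta-PEA response and 100% = DMSO alone without agonist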
# Target sequence (Q96RJ0 whole entry, looked up): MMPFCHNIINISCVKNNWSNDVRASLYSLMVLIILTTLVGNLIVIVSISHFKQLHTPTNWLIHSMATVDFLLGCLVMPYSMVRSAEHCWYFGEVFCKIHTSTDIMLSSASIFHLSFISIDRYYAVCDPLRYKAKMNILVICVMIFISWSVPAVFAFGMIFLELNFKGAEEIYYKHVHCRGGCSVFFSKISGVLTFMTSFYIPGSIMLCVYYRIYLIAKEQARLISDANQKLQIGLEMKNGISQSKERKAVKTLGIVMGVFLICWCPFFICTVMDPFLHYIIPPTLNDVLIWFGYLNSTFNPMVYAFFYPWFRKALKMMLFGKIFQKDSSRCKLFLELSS
#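 System: RD-HGA16 CHO cells with stable hTAAR1 and Gα16 | Probe or stimulus: EC80 β-phenethylamine stimulus | Dosing: 3 µM, single point | Times: Dye loading 75 min at 37 °C, then 30 min room temperature | Measured by: Fluo-8 calcium-sensitive fluorescence | Read-out basis: % inhibition of agonist calcium response | Replicates: n of 1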
# TAAR1 agonist – agonists of human TAAR1 | Q96RJ0 | CHO RD-HGA16 TAAR1, Fluo-8 calcium fluorescence; vehicle wells 0%, saturating PEA agonist 100% | activation, % at 3 µM | 0.99% of 360,000 active | AID 624467;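 active means activation above the mean activation of all test compounds in the run plus 3 SD, cut at about 38% in these data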
#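 Test system: RD-HGA16 (CHO) cells co-expressing Gα16 and hTAAR1; dosing: one-point dosing at 3 µM (nominal); timing: 17-24 h seeding, 75 min 37 °C dye, 30 min RT; signal: kinetic Fluo-8 calcium fluorescence; read-out basis: % activation relative to PEA EC100 response; controls: DMSO and PEA EC100; replicates: n 1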
# CHO parental Ca – counter-screen: ATP calcium response change in parental CHO cells. parental CHO-K1, ATP-induced calcium, Fluo-8 fluorescence. 0.63% of 330,000 active. AID 463079. inhibition, % at 5.6 µM;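 active means inhibition above that plate's mean sample inhibition plus 3 SD, cut at about 26% in these data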;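 further: 0% = ATP-challenged DMSO wells and 100% = DMSO wells without ATP; some compounds past the cut are filed as inactive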
#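 Material – parental CHO cells · Reagent – ATP stimulus · Compound – single nominal dose of 5.6 µM per compound · Detection – Fluo-8 fluorescence · Read-out basis – percent inhibition of calcium signal · Controls – ATP-challenged DMSO wells low, unchallenged DMSO wells high · Repeats – no replicates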
# OXTR potentiate – potentiates the human oxytocin receptor response; P30559; CHO-OTR cells, Fluo-8 calcium fluorescence, potentiator mode; 0% = oxytocin EC15, 100% = EC100; activation, % at 3 µM; 0.061% of 320,000 active;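 active means activation above that plate's cutoff, the mean activation of tested compounds plus 3 SD, cut at about 6.6% in these data, passing the limit was not always enough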;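 further: 100% uses oxytocin at 75 nM as the full agonist control; some results filed as inactive read as strong as hits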
#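 System: human OTR in CHO cells / Also added: sub-maximal oxytocin, roughly EC15 / Control set: EC15 oxytocin low, 75 nM oxytocin high / Schedule: 6 min compound pre-incubation at room temperature, 100 s kinetic read / Compound: single-point 3.0 µM / Replication: singlicate / Technique: Fluo-8 calcium dye fluorescence / Read-out basis: % activation of max/min ratio relative to oxytocin controls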
# CHRM1 PAM – positive allosteric modulators of human M1 muscarinic receptor; P11229; CHO-K1 hM1, Fluo-8 calcium fluorescence, ACh EC20; 0% = ACh EC20, 100% = maximal ACh; activation, % at 3 µM; 0.088% of 360,000 active; in the data active means activation above about 19%, passing the limit was not always enough
# Target sequence (P11229 whole entry, looked up): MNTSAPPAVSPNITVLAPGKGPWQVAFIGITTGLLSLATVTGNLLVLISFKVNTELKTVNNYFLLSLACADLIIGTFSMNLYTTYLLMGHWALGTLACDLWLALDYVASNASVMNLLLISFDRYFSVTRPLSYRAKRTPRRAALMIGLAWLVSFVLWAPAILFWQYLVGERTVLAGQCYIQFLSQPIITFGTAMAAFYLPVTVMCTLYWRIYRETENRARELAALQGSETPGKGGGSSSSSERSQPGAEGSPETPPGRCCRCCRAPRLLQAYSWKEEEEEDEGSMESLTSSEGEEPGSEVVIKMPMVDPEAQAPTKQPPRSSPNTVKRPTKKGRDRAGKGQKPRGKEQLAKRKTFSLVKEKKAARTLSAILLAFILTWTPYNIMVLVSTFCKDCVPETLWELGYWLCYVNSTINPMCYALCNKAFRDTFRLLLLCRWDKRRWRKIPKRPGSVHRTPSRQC
# CHRM1 agonist – human M1 muscarinic receptor agonism | 0.33% of 360,000 active | CHO-K1 hM1, Fluo-8 calcium fluorescence, agonist mode; 0% DMSO, 100% acetylcholine EC100 | activation, % at 3 µM | P11229;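 active means activation above the run's mean compound activation plus 3 SD, cut at about 16% in these data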;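 further: peak over basal fluorescence ratio within a 140 s kinetic read after compound addition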
# V1aR counter – V1a receptor agonism, counter-screen for OXTR agonists; CHO-V1R cells, Fluo-8 calcium fluorescence, agonist mode; 0% DMSO, 100% 3 nM vasopressin; activation, % at 3 µM; 0.25% of 320,000 active; AID 2797;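 active means activation above the mean activation of all tested compounds plus 3 SD, per screening run, cut at about 20% in these data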;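 further: signal is peak over basal fluorescence ratio across a 100 second FLIPR read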
# OXTR ag – agonists of human oxytocin receptor | activation, % at 3 µM | CHO-OTR cells, Fluo-8 calcium fluorescence; normalized: DMSO 0%, oxytocin 100% | P30559 | 0.32% of 320,000 active | AID 2435;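 active means activation above the mean of all tested compounds plus 3 SD, cutoff set per screening run, cut at about 20% in these data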;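 further: peak over basal fluorescence ratio from a 100 s FLIPR kinetic read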
# CHRM1 antagonist – human CHRM1 antagonism | P11229 | CHO-K1 hM1, Fluo-8 calcium fluorescence, ACh EC80 antagonist | inhibition, % at 3 µM | 1.3% of 360,000 active | AID 588852;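 active means percent inhibition above its own plate's cutoff, namely the mean of that plate's compound wells plus 3 SD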;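 further: peak over basal fluorescence ratio during 140 s after agonist addition; 0% = ACh EC80 plus DMSO and 100% = DMSO alone without agonist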
# Starred values were filed as active, the others as inactive; / = no result given.
SMILES,TAAR1 antag,TAAR1 agonist,CHO parental Ca,OXTR potentiate,CHRM1 PAM,CHRM1 agonist,V1aR counter,OXTR ag,CHRM1 antagonist
Cc1ccc(S(=O)(=O)N2CCC(C(=O)OCC(=O)N3CCc4ccccc43)CC2)cc1,12,13,-9,-8,1,-4,-0.4,-0.5,3
O=C(CSc1nnc(-c2ccccn2)n1Cc1ccccc1)Nc1ccc2c(c1)OCO2,-15,4,-29,-12,-2,-5,0.1,-1.4,7
CCOc1ccccc1OCCOc1ccc(F)cc1,-8,2,-26,-11,5,-6,-1.3,-2.6,-9
COc1ccc(Cl)cc1NC(=O)CN(C)C(=O)Cc1n[nH]c(=O)c2ccccc12,4,0,-12,2,14,-7,0.4,0.4,-6
Brc1ccccc1Cn1c(-c2cncs2)nc2ccccc21,17,-1,-12,-4,8,-4,-1.3,-0.9,-10
O=C(NNS(=O)(=O)c1ccccc1)C1CC(c2cccnc2)=NO1 (stereo not given),10,2,-8,-14,-7,-5,1.0,-0.5,7
COc1ccc(NS(=O)(=O)c2cc(NC(=O)c3ccc(Cl)cc3)ccc2N2CCOCC2)cc1,9,4,6,-6,-1,-1,0.4,1.8,2
COc1ccc(NC(=O)NNC(=O)COc2ccc3cc(Br)ccc3c2)cc1,-18,0,/,/,10,-2,/,/,-11
CC(C)(C)c1csc(Sc2ncccc2[N+](=O)[O-])n1,-19,-2,-11,-2,13,-3,-1.2,-2.5,-10
CCN(C1CCS(=O)(=O)C1)S(=O)(=O)c1cc(C)ccc1C (stereo not given),-9,0,-8,2,6,4,0.0,2.3,-5
COC(=O)c1ccccc1NC(=O)CN(c1c(C)cccc1C)S(C)(=O)=O,-2,12,-10,-4,2,-1,0.5,-0.8,-1
COC(=O)NC(NC(=S)Nc1cccc(C)c1)C(Cl)(Cl)Cl (stereo not given),14,7,-9,-12,-3,-3,3.3,3.7,2
O=C(COC(=O)c1ccc([N+](=O)[O-])cc1)NCCC1=CCCCC1,3,34,-18,1,3,-3,3.3,-0.2,-4
CCN(C(=O)COC(=O)c1ccco1)c1c(N)n(Cc2ccccc2)c(=O)[nH]c1=O,10,0,0,-1,-2,-3,1.4,-0.3,-1
O=C(Cn1nnc(-c2ccccc2)n1)NCc1ccc2c(c1)OCO2,12,11,8,-11,6,-3,2.6,-0.4,-23
Nc1ccc(C#Cc2ccc3sc4ccccc4c(=O)c3c2)cc1,27,1,1,-4,1,-3,0.1,0.9,-2
Fc1cccc(/C=N/Nc2ccccn2)c1,-1,7,-8,-21,16,-1,0.4,-1.7,-20
O=C(CCNC(=O)c1ccco1)NC(Cc1c[nH]c2ccccc12)C(=O)O (stereo not given),-13,3,8,-3,8,-1,0.1,0.7,-9
O=C(O)CC(NC(=O)C12CC3CC(CC(C3)C1)C2)c1cccc([N+](=O)[O-])c1 (stereo not given),-6,0,-13,-16,9,-6,-0.2,-1.3,-3
COc1cccc(CNC(=O)C2CCN(c3cnccn3)CC2)c1,8,13,-7,-2,2,-4,0.3,-0.5,5
Nc1n[nH]c(N)c1N=Nc1ccccc1,-5,16,-7,-9,1,-1,0.3,0.2,4
COc1ccccc1NC(=O)COC(=O)COc1ccccc1F,-20,1,-3,-5,0,-2,-0.1,-0.6,6
N#Cc1nc(Cc2cccc3ccccc23)oc1N1CCOCC1,/,/,-11,-9,2,-3,0.5,1.2,-2
COc1ccc(OCc2cccc(C(=O)Nc3ccc(CN4CCCCC4)cc3)c2)cc1,3,12,1,-7,-19,-14,4.4,4.9,21
O=C(CSc1nc2nc(-c3cccs3)cc(C(F)(F)F)c2c(=O)[nH]1)Nc1c(F)c(F)c(F)c(F)c1F,-2,1,-1,-7,5,0,0.3,0.1,7
# The listing continues.
SMILES,TAAR1 antag,TAAR1 agonist,CHO parental Ca,OXTR potentiate,CHRM1 PAM,CHRM1 agonist,V1aR counter,OXTR ag,CHRM1 antagonist
O=C1NC[C@H](c2ccccc2)N(CCc2cc(C(F)(F)F)cc(C(F)(F)F)c2)C1=O,-3,3,-15,-3,5,-4,-0.7,-1.5,1
CCOC(=O)C1(CC2CCCCO2)CCN(Cc2ccccc2-c2ccco2)CC1 (stereo not given),-27,-5,-30,5,7,-5,-1.5,-1.3,-13
CC(=O)N(CCN1CCOCC1)Cc1cc2cc3c(cc2nc1Cl)OCO3,0,1,-8,-2,0,-6,-0.4,0.2,-3
CCc1nc2ccc(C(=O)N3CCN(C(=O)c4ccco4)CC3)cn2c1N(C)Cc1ccc(OC)cc1,3,2,/,/,-18,-7,/,/,25
O=C1Nc2cc(C(=O)NCCCN3CCOCC3)ccc2S/C1=C/c1cccc(Cl)c1,23,16,-25,-6,7,-2,5.2,2.6,-10
Cc1cc(C(=O)NNC(=O)c2cccc([N+](=O)[O-])c2)n[nH]1,-5,12,-1,1,7,-2,1.9,1.3,-5
CCNC(=O)CN1C(=O)NC(CCc2ccccc2)C1=O (stereo not given),3,11,-6,-14,9,4,0.2,-0.2,-24
Cc1nn(C)cc1CNC(=O)Nc1ccc(Cl)c(Cl)c1,9,26,-6,-17,-1,0,3.2,4.7,-17
Cc1ccc(NC(=O)CN(C)C(=O)c2ccccc2Cc2ccccc2)cc1,23,8,/,/,0,-1,/,/,2
Cc1ccc(C(=O)N/N=C2\SCC(=O)N2c2cc(C)ccc2C)cc1,17,9,-25,-17,4,-1,1.0,-0.5,-10
CC(Sc1nnc(CC(C)c2ccccc2)n1N)C(N)=O (stereo not given),-11,1,8,-2,1,-4,0.0,-0.1,-8
CCOC(=O)C1(CC2CCCCO2)CCN(S(=O)(=O)c2ccccc2)CC1 (stereo not given),6,15,-17,-12,8,-1,-1.3,-1.2,-5
CCOCCCNC(=O)C1CCN(C(=O)Nc2ccc(C)cc2)CC1,2,5,10,-3,3,-4,0.6,0.4,-3
CCOc1ccc(C(=O)NCC(=O)Nc2ncccc2C)cc1OCC,-18,0,-13,-1,6,-2,0.8,0.0,-5
CC(=O)N(Cc1cc(=O)[nH]c2ccccc12)c1ccc(C)cc1,2,13,-14,-9,5,-4,0.2,-0.4,-7
COc1ccc(C2OC(=O)Cc3cc(OC)c(OC)cc32)cc1 (stereo not given),2,10,-28,-5,2,-3,1.1,0.0,-7
CC(C)(C)c1ccc(Oc2ncccc2NC(=O)c2cccs2)cc1,-11,-2,-30,-4,1,0,-0.1,-2.8,0
Cn1c(NCc2cccnc2)nc2cc(-c3ccc(F)cc3)sc2c1=O,-4,2,/,/,21,4,/,/,-11
COc1ccc(S(=O)(=O)NCCC(=O)NC2CCCCCCC2)cc1,9,4,-11,-4,-7,-4,2.4,3.0,12
O=C(CNCc1ccccn1)Nc1ccc([N+](=O)[O-])cc1C(=O)Nc1ccccc1F,48,20,-3,-12,-9,-3,1.9,4.5,12
CC1CC(C)CN(CCCNC(=O)c2ccc3nc(N4CCCCC4)sc3c2)C1 (stereo not given),-8,5,-11,-2,-18,-6,0.3,1.2,24
COc1ccc(/C=C2\Oc3cc(OCC(N)=O)ccc3C2=O)cc1OC,-20,10,5,-13,10,-1,1.7,-0.7,-9
O=C(CCC(=O)N(CC(=O)NC1CCCC1)C1CCCCC1)Nc1ccccn1,3,7,-11,-7,4,-6,1.0,0.2,3
CCN(CC)c1cccc(OCC(=O)N2c3ccccc3CC2C)c1 (stereo not given),3,-1,-2,-4,-2,-8,-0.9,-2.6,-6
Cc1ccc(S(=O)(=O)CCC(=O)Nc2nccs2)cc1,18,5,-17,-4,2,1,1.4,0.0,1
# (further entries)
SMILES,TAAR1 antag,TAAR1 agonist,CHO parental Ca,OXTR potentiate,CHRM1 PAM,CHRM1 agonist,V1aR counter,OXTR ag,CHRM1 antagonist
COc1ccccc1NS(=O)(=O)c1cc(C(=O)NCCC(C)C)ccc1F,7,3,1,-6,0,-2,1.0,-0.2,0
Cc1nc2ccc(S(=O)(=O)N(C)CC(=O)NCc3ccc4c(c3)OCO4)cc2s1,-9,5,-19,-10,6,-4,2.5,-1.7,-6
OCC1OC(c2ccc(OCc3ccccc3)cc2OCc2ccccc2)C(O)C1O (stereo not given),11,6,/,/,0,1,/,/,-6
O=C1Cc2cc(S(=O)(=O)Nc3ccc(N4CCOCC4)cc3)ccc2N1,-6,2,1,-8,12,-2,1.1,1.8,-8
COCCn1c(SCC(=O)N2CCCc3ccccc32)nnc1-c1ccco1,16,16,-9,2,9,-4,1.0,0.3,-9
COc1cccc(C(=O)Nc2c3c(nn2-c2cccc(C)c2C)CS(=O)(=O)C3)c1OC,17,8,-14,-2,-15,-9,-0.9,-0.5,17
CN(C)/N=C/c1cn(-c2ccccc2)nc1-c1cccnc1,17,7,-18,-8,0,-4,-0.7,-2.1,2
COC(=O)c1ccccc1NC(=O)c1cnc2sccn2c1=O,13,3,-3,-3,7,0,0.8,-0.3,-12
CCOC(=O)c1c(-c2cccs2)csc1NC(=O)C(C)(C)C,36,28,-21,-4,3,-6,4.6,-0.7,-2
CCCCNC(=O)c1onc(CSc2cccc(OC)c2)c1C(=O)NCCCC,29,3,-12,-11,-2,-7,0.9,-0.2,-3
O=C(COC(=O)c1cccc(-n2cnnn2)c1)Nc1c(Cl)cccc1C(F)(F)F,-9,1,-5,0,5,-2,2.1,-0.4,-5
CCNC(=O)c1ccc(NS(=O)(=O)c2ccc3[nH]c(=O)[nH]c3c2)cc1,-8,0,-4,1,6,-1,1.2,-0.1,-6
O=C(N/N=C/c1ccc(N2CCCCC2)o1)c1ccccc1[N+](=O)[O-],-10,3,-3,1,2,-7,-0.1,0.5,3
CCCNC(=O)C1(C)CCCN(C(=O)c2ccc3sccc3c2)C1 (stereo not given),0,1,/,/,-4,-6,/,/,4
O=C(c1ccc(Cl)cc1)N1CCCCC(Sc2nnc(-c3ccc4c(c3)OCO4)o2)C1=O (stereo not given),-1,7,-22,-16,2,-3,0.9,-0.5,-2

# Three entries from above, with tabs.
SMILES	TAAR1 antag	TAAR1 agonist	CHO parental Ca	OXTR potentiate	CHRM1 PAM	CHRM1 agonist	V1aR counter	OXTR ag	CHRM1 antagonist
COc1ccccc1NS(=O)(=O)c1cc(C(=O)NCCC(C)C)ccc1F	7	3	1	-6	0	-2	1.0	-0.2	0
Cc1nc2ccc(S(=O)(=O)N(C)CC(=O)NCc3ccc4c(c3)OCO4)cc2s1	-9	5	-19	-10	6	-4	2.5	-1.7	-6
OCC1OC(c2ccc(OCc3ccccc3)cc2OCc2ccccc2)C(O)C1O (stereo not given)	11	6	/	/	0	1	/	/	-6

# Source: PubChem
